Vif-A3G inh – Vif-A3G binding inhibition; HeLa A3G-eYFP + Vif (tagged APOBEC3G with the HIV-1 protein that degrades it), YFP fluorescence, overnight; Q9HC16; Potency, µM (top dose mostly 46.1 µM), inactives show top-dose activity, negative = active, most hits filed as inhibitors; hit rate 0.076% among 410,000;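 note: potency is the fitted concentration of half-maximal effect; % is set by controls: 0 for no effect and ±100 for the full control effect; nearly all actives have a fitted effect of over 60% in size; hits raise eYFP signal because A3G escapes Vif-driven loss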
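HeLa cells stably expressing Vif and C-terminally eYFP-tagged A3G, seeded overnight at 37 deg C, then exposed to compound by pintool overnight at 37 deg C. Rise in yellow fluorescence (Ex 488/Em 500-530, Acumen) marks blocked Vif-driven A3G degradation.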
RXFP1 ag – RXFP1 (human) receptor agonism. Q9HBX9. HEK293T-RXFP1 cAMP TR-FRET, 30 min; response scale: percent of porcine relaxin response, buffer zero. Potency, µM (series often up to 57.5 µM), for inactives: at the highest dose activation, usual class: activators. hit rate 0.3% among 370,000; note: potency is the fitted concentration of half-maximal effect; % is set by controls: 0 for no effect and ±100 for the full control effect; nearly all actives have a fitted effect of over 60% in size; many of its hits are not listed in these tables
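HEK293 cells stably expressing RXFP1, treated 30 min at 37C with compounds plus PDE4 inhibitor Ro 20174; cAMP measured by HTRF TR-FRET. Normalized to buffer and 29 nM porcine relaxin; EC50 by Hill fit.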
PI4K2A inh – blocks human PI4K2A kinase activity; Q9BTU6; purified PI4K2A, ADP-Glo luminescence, 1 h; active compounds read low; activity change, negative = inhibition, % at 76.9 µM; hit rate 0.13% among 420,000; AID 1346378; in the data active = activity change below about -50%; inconclusive = mostly about -30% to -49%;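 note: -100% = wells without enzyme as full effect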
Target sequence (Q9BTU6 whole entry, looked up): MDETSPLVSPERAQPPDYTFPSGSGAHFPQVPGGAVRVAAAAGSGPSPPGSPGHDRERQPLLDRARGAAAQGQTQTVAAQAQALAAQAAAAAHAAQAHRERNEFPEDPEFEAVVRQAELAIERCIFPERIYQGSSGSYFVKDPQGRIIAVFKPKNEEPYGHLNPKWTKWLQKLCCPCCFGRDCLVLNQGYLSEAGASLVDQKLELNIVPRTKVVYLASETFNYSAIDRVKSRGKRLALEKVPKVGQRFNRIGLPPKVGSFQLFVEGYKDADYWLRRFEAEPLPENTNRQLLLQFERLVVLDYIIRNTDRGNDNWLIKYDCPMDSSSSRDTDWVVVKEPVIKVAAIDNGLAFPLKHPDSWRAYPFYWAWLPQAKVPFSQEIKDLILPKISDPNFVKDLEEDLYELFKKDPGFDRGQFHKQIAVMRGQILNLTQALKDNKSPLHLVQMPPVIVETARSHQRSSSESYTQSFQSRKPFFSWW
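In this quantitative HTS, ADP production by PI4K2A was quantified luminescently after 1 h at ambient temperature; 100 microM adenosine served as plate-quality control.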
TrxR1 substrate – is turned over as a substrate by rat TrxR1. hit rate 0.01% among 390,000. O89049. purified TrxR1 substrate turnover, NADPH consumption readout. Potency, µM (top dose mostly 114 µM), for the others: at the highest dose activity change, negative = substrate turnover. AID 588456; note: potency is the fitted concentration of half-maximal effect; % is set by controls: 0 for no effect and ±100 for the full control effect; nearly all actives have a fitted effect of over 50% in size
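Rat TrxR1, dispensed at 90 nM, was prereduced with 400 uM NADPH (final) for 5 min at ~22 deg C, then incubated with compound 15 min before 400 uM selenite. A first-read NADPH fluorescence drop versus no-compound background flagged substrates.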
USP1 inh – inhibitors of human USP1/UAF1 deubiquitinase; O94782; recombinant USP1/UAF1, Ub-Rhodamine cleavage fluorescence; Potency, µM (highest dose often 57.1 µM), without a hit: at the highest dose activity change, negative = inhibition, hits mostly inhibitors; hit rate 0.23% among 390,000; AID 743255; note: potency is the fitted concentration of half-maximal effect; % is set by controls: 0 for no effect and ±100 for the full control effect; nearly all actives have a fitted effect of over 60% in size; inactives centre near -12
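In this screen, compounds sit with the deubiquitinase complex (1nM) for 15 min at room temperature before Ub-Rho is added at 150nM final. Fluorescence rise is then followed for 6 reads every 60 seconds.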
Vif-APOBEC3F blk – blocks the Vif interaction with APOBEC3F; AID 602313; hit rate 0.2% among 390,000; HeLa A3F-eYFP + Vif (tagged APOBEC3F with the HIV-1 protein that degrades it), YFP fluorescence increase; Potency, µM (series often up to 46.1 µM), for inactives: top-dose activity, negative = active; note: potency is the fitted concentration of half-maximal effect; % of control where 0% means no effect; nearly all actives have a fitted effect of over 65% in size
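HeLa cells stably expressing A3F-eYFP plus Vif, plated and incubated overnight at 37 deg C, then exposed to compounds overnight at 37 deg C. Blocked degradation read as raised yellow fluorescence (Ex 488/Em 500-530).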
LDHA inh – LDHA (human) enzyme inhibition; P00338; purified LDHA, NADH/diaphorase-resazurin fluorescence; active compounds read low; activity change, % (values are at about 110 or 230 µM); hit rate 0.15% among 480,000; AID 1347041; in the data active = activity change below about -30%; inconclusive = mostly about -25% to -30%;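 note: plate controls were DMSO wells for no effect and wells without enzyme for full effect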
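Enzyme activity of human lactate dehydrogenase 5 (2 nM; 0.06 mM NADH, 0.2 mM pyruvate, 5 min, RT) is measured via a resazurin/diaphorase fluorescence readout of residual NADH.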
Glioma ERSR ind – ER stress response induction in glioma; U87-MG GRP78 promoter luciferase reporter, 16 h; Potency, µM, for inactives: top-dose activation, usual class: activators; hit rate 0.02% among 420,000; note: potency is the fitted concentration of half-maximal effect; series mostly up to about 76 µM; % of control where 0% means no effect; nearly all actives have a fitted effect of over 35% in size
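Stably transfected U87-MG glioma cells carrying a GRP78-based luciferase sensor; 16 h compound incubation. Luminescence end-point read 10 min after Bright-Glo addition at room temperature.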
IDH1 R132H inh – inhibitors of human mutant IDH1 R132H; IDH1-R132H enzyme, NADPH consumption, diaphorase/resazurin fluorescence; O75874; hit rate 0.093% among 390,000; Potency, µM (doses to about 76.6 µM), without a hit: top-dose activity change, negative = inhibition, actives largely listed as inhibitors; note: potency is the fitted concentration of half-maximal effect; % is set by controls: 0 for no effect and ±100 for the full control effect; nearly all actives have a fitted effect of over 65% in size
Target sequence (O75874 whole entry R132H, stated change not applied): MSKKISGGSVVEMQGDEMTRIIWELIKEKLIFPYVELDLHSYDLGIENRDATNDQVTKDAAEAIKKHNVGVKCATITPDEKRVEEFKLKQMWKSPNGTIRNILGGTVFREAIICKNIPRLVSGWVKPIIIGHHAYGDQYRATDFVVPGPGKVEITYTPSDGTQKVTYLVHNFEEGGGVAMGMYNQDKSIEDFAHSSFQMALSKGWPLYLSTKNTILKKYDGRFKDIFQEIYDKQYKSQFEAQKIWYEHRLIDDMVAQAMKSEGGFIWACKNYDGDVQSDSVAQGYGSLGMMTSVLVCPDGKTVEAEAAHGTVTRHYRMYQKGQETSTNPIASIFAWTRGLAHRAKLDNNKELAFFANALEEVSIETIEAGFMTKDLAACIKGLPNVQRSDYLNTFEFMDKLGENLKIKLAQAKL
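IDH1-R132H (0.5 ug/mL dispensed) in pH 7.5 Tris buffer was preincubated 30 min with compound, then given a substrate mix of 0.016 mM NADPH and 2 mM alpha-KG for 80 min at room temperature; remaining NADPH was read by diaphorase/resazurin fluorescence.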
Numbers without * were called inactive; ? = inconclusive; · = no result given; [ ] = another dose, or the depositor's remark. Unless noted, calls come from the whole dose curve; as a rule, active = well fitted curve in the direction sought with a large enough effect; inconclusive = small, poorly fitted or top-dose-only effect, or another doubt; inactive = no such curve, though single readings can be large; an effect the other way counts as inactive or inconclusive. These rows are one share of the data, so the mix of outcomes need not match the whole.

SMILES | Vif-A3G inh | RXFP1 ag | PI4K2A inh | TrxR1 substrate | USP1 inh | Vif-APOBEC3F blk | LDHA inh | Glioma ERSR ind | IDH1 R132H inh
CCNS(=O)(=O)c1ccc(NC(=O)Cc2ccc(F)cc2)cc1 | -4% | -0.1% | 1 | 8% | -5% | 3% | -11 | -3% | 0%
C[C@H](NC(=O)c1[nH]cnc1C(=O)Nc1ccc(CNC(=O)OC(C)(C)C)cc1)C(=O)OCc1ccccc1 | ? | -1.4% | 0 | 13%[57.1 µM] | -21% | 0% | -9 | -13% | -6%
Cc1nn(C)c(C)c1NC(=O)c1ccc(S(=O)(=O)N(C)C)cc1 | 0% | 0.0% | 9 | 11% | -9% | 1% | -6 | -4% | 1%
CCOC(=O)C(Cc1ccccc1)NC(=O)CCc1nnc2ccc(N3CCCC3)nn12 (configuration not stated) | 3% | 9.1% | 1 | 27% | -25% | -2% | 0 | -5% | -1%
C=CCn1c(SCC(=O)Nc2cc(C)on2)nc2ccccc21 | -2% | · | -3 | · | -18% | -1% | -6 | -3% | 2%
O=C(Nc1ccnn1C1CCN(Cc2cc(Cl)ccc2O)CC1)c1cccnc1 | -1% | -1.7% | -2 | 0% | -24% | -11% | -2 | -7% | -6%
O=C(NC1CCCCC1)C1CCCN(S(=O)(=O)c2cccs2)C1 (configuration not stated) | -1% | 4.5% | -3 | 16%[57.1 µM] | -24% | -1% | -7 | -1% | 3%
CC1CCCC(NC(=O)COC(=O)COc2ccc(C#N)cc2)C1C (configuration not stated) | 0% | · | -1 | -11%[57.1 µM] | -3% | -2% | -1 | 0% | 2%
CCS(=O)(=O)N1CCC(C(=O)Nc2cccc(C(C)=O)c2)CC1 | -7% | 0.2% | -17 | 9%[57.1 µM] | -6% | -2% | -4 | -4% | 4%
O=C(CSc1nnnn1-c1ccc(F)cc1)Nc1nc2ccccc2s1 | -6% | 1.1% | -6 | 5% | -12% | -3% | -3 | -4% | 6%
COC(=O)COc1cccc2c(=O)n(CC(=O)NCCc3ccccc3)ccc12 | 0% | -0.1% | 7 | 0%[57.1 µM] | -16% | 2% | -4 | -4% | 7%
O=C(NCCc1ccc(Cl)cc1)c1ccc2c(c1)N(Cc1cccc(Cl)c1)C(=O)c1ccccc1S2(=O)=O | 0% | -0.6% | -11 | 6%[57.1 µM] | -19% | 0% | 2 | -1% | -2%
COc1ccccc1-n1c(SCC(=O)Nc2cccc(C)c2)nc2c(c1=O)SCC2 | -3% | 2.7% | 3 | -5% | -18% | 3% | -4 | -1% | -3%
COc1ccc(Cc2c(O)nc[nH]c2=O)cc1 | 2% | 1.2% | -4 | 4% | -4% | -9% | -7 | -2% | 7%
CCOC(=O)c1c(C)c(C(=O)Nc2ccc3c(c2)OCCO3)c(C)n1CC | ? | 2.9% | -2 | 2% | -12% | 1% | 4 | -3% | 10%
O=C(COc1ccc(Cl)cc1Cl)NN1C(=O)/C(=C\c2ccc(Cl)cc2)SC1=S | 3% | -0.5% | 2 | -1%[57.1 µM] | -14% | -1% | -3 | -4% | 7%
Cn1c(=O)n(CCc2ccccc2)c(=O)c2c1nc1n2CCCN1c1ccccc1 | -6% | 4.9% | -2 | 1% | 3% | -6% | -2 | -2% | -5%
O=C(CC1S/C(=N/N=C/c2cccs2)NC1=O)Nc1ccc(Cl)c(Cl)c1 (configuration not stated) | 0% | -0.4% | -1 | -6% | -2% | -15% | 1 | 0% | -4%
O=C(C[C@@H]1C/C=C\C[C@H](NC(=O)OCC2c3ccccc3-c3ccccc32)C(=O)O[C@H](c2ccccc2)CNC1=O)NCCO | 1% | · | -5 | 1% | -10% | 6% | -1 | -1% | 7%
CCN(C(=O)CSc1nc(C)c(C)c(C)n1)C1CCS(=O)(=O)C1 (configuration not stated) | 0% | · | 0 | -11% | 1% | -18% | -2 | -2% | -1%
O=C(CSc1nc(O)cc(=O)[nH]1)N1CCOCC1 | -1% | 1.9% | -3 | -3% | -19% | ? | 2 | -3% | 0%
Cn1cnc2nc[nH]c2c1=O | 2% | · | -5 | -5%[57.1 µM] | -1% | -2% | 0 | -4% | -2%
Cc1cccc(NC(=O)c2cc([N+](=O)[O-])ccc2N2CCN(C)CC2)c1 | 3% | 3.4% | 6 | 3%[57.1 µM] | -13% | -11% | -8 | -3% | -8%
COc1cc(/C=N/N(C)C2=NS(=O)(=O)c3ccccc32)cc(OC)c1OC | -1% | 3.1% | -1 | 26% | -23% | -6% | -1 | -3% | 0%
CCOC(=O)CSc1nc(-c2ccc(OC)cc2)cc(C(F)(F)F)c1C#N | -12% | 25% | -5 | 42%[activator] | -4% | ? | -7 | -1% | 0%

Two entries picked at random from the list so far:
SMILES | Vif-A3G inh | RXFP1 ag | PI4K2A inh | TrxR1 substrate | USP1 inh | Vif-APOBEC3F blk | LDHA inh | Glioma ERSR ind | IDH1 R132H inh
COc1ccc(Cc2c(O)nc[nH]c2=O)cc1 | 2% | 1.2% | -4 | 4% | -4% | -9% | -7 | -2% | 7%
Cc1cccc(NC(=O)c2cc([N+](=O)[O-])ccc2N2CCN(C)CC2)c1 | 3% | 3.4% | 6 | 3%[57.1 µM] | -13% | -11% | -8 | -3% | -8%

New compounds follow.
SMILES | Vif-A3G inh | RXFP1 ag | PI4K2A inh | TrxR1 substrate | USP1 inh | Vif-APOBEC3F blk | LDHA inh | Glioma ERSR ind | IDH1 R132H inh
CC1(C(=O)Nc2cccc3cccnc23)CCN1C(=O)Cc1ccc(Cl)cc1Cl (configuration not stated) | -2% | · | -3 | · | · | · | -1 | 1% | ·
Cc1ccc(Nc2c(C(C)C)c(C)c(C#N)c3nc4ccccc4n23)cc1 | -1% | 1.7% | -2 | -3% | -9% | 3% | 2 | -3% | -10%
O=C(Nc1nc(OCCN2CCCC2=O)cnc1/C=C\c1ccccc1)c1cc2ccccc2s1 | -1% | · | 2 | · | · | · | -17 | -2% | ·
c1n[nH]c(NCc2ccc3c(c2)OCO3)n1 | 1% | 0.2% | 7 | -3% | -9% | 3% | 0 | -2% | 14%
COc1ccc(/C=N/N(C)C2=NS(=O)(=O)c3ccccc32)cc1 | -1% | 3.7% | 9 | 67% | -19% | -2% | -4 | -2% | -2%
Cc1cc(Cl)ccc1OCCCC(=O)NNC(=O)c1ccncc1 | 3% | 1.4% | 0 | 0% | -1% | 7% | -4 | 0% | 6%
CCOc1ccc(S(=O)(=O)N2CCCC(C(=O)NC3CCCC3)C2)cc1 (configuration not stated) | -3% | -0.3% | 0 | -4% | -6% | -3% | -2 | -5% | 2%
CCNC(=S)N1CCN(CC)CC1 | 1% | 0.8% | 0 | 3%[57.1 µM] | -22% | -9% | ? | -5% | 13%
N#Cc1ccc(OCC(=O)N/N=C2\CCc3ccccc32)cc1 | -7% | 1.2% | 5 | -9%[57.1 µM] | 1% | -1% | -1 | 11% | -7%
CC(O)(CS(=O)(=O)Cc1ccccc1)C(=O)Nc1ccc(C(F)(F)F)cc1 (configuration not stated) | 1% | 0.2% | 1 | 5% | -14% | -9% | -6 | -1% | 3%
CCCCn1c(=NC(=O)c2cccnc2)c(C(=O)OCC)cc2c(=O)n3ccccc3nc21 | 0% | 7.9% | -1 | 20%[57.1 µM] | -3% | 0% | -1 | -4% | -6%
COc1ccc(CNc2nc3c(-c4cccc(C)c4)nnn3c3ccccc23)cc1 | 4% | 22% | 9 | 2% | -16% | -8% | -3 | 2% | -4%
Cc1nnc2ccc(N3CCC4(CC3)OCCO4)nn12 | -5% | 8.5% | 0 | 8% | 1% | -9% | 1 | -2% | 5%
CCCc1cc(=O)[nH]c(Nc2cc(Cl)ccc2OC)n1 | -5% | -0.1% | 0 | 37%[activator] | -20% | -2% | -8 | -3% | -4%
COc1ccc(N2C(=O)CCC2(C#N)c2ccc(OC)cc2)cc1 (configuration not stated) | 2% | -0.3% | -1 | -8% | -14% | 2% | 0 | -6% | 2%
COc1cc(CNc2ncc(-c3ccc(Br)cc3)n2C)cc(OC)c1O | 5% | 0.3% | 1 | 2% | -23% | 3% | 8 | -2% | -5%
Cc1cc2ccccn2c1C(=O)c1ccc(N/N=C/c2ccc(C(=O)O)cc2)c([N+](=O)[O-])c1 | -12% | 0.5% | -2 | -2% | 2% | -2% | -4 | -3% | 6%
CC(=O)C1=CCC(c2ccc(C(C)C)cc2)N(S(=O)(=O)c2ccc(C)cc2)C1 (configuration not stated) | -14% | · | 3 | · | · | · | -8 | -3% | ·
COc1ccc(Cl)cc1NC(=O)CN(C)C(=O)c1cn(-c2ccccc2)nc1-c1cccnc1 | -18% | 0.3% | 0 | -8% | -5% | -29% | -2 | -3% | 4%
CC(C)(C)c1ccc(S(=O)(=O)N2CCC(O)(c3ccc(Cl)cc3)CC2)cc1 | 0% | 1.9% | 0 | -6% | -22% | 0% | 2 | -6% | -4%
O=C(NNC(=O)c1ccc(Br)o1)c1ccc(NC(=O)c2ccccc2)cc1 | 2% | 1.6% | -3 | 8%[57.1 µM] | -20% | -9% | -3 | -10% | 1%
CCOc1ccc(NC(=O)CCC(=O)Oc2ccc(C)cc2)cc1 | 0% | 0.4% | -3 | 12% | -25% | 0% | -2 | -5% | 6%

Bioassay records: PubChem BioAssay, National Center for Advancing Translational Sciences (NCATS)
